Compound activity: PubChem BioAssay, National Center for Advancing Translational Sciences (NCATS)
Sm TGR inh: S. mansoni TGR enzyme inhibition; Q962Y6; Potency, µM (top dose mostly 114 µM), inactives show at the top dose activity change, negative = inhibition, usual class: inhibitors; AID 485364; 360,000 compounds, 3% hits; purified TGR, DTNB reduction, TNB absorbance 405 nm; further: potency means the concentration at half of the fitted maximal effect; nearly all actives have a fitted effect of over 60% in size
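Kinetic colorimetric format: TGR-catalysed, NADPH-driven DTNB reduction monitored via TNB absorbance. Enzyme dispensed at 20 nM; compound exposure 15 min at room temperature before reaction start.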
FBPA Giardia inh: Giardia lamblia aldolase inhibition; purified Giardia FBPA; Potency, µM (series often up to 59.6 µM), for the others: at the highest dose activity, negative = inhibition, actives largely listed as inhibitors; 290,000 compounds, 0.71% hits; AID 2451; further: potency means the concentration at half of the fitted maximal effect; nearly all actives have a fitted effect of over 55% in size
Target sequence (A8B2U2 whole entry, looked up): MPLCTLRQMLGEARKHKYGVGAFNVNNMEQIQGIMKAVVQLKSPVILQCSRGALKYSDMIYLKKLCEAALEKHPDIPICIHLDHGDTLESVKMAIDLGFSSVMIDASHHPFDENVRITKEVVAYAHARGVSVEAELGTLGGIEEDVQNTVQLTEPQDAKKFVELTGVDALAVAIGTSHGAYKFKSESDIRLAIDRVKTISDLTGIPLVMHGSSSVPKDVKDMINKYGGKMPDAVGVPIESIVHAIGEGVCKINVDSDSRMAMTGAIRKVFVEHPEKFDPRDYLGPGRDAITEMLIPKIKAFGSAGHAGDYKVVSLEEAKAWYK
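Giardia FBPA (40 nM reagent) was preincubated 10 min at RT with compound (up to 57.5 uM final), then substrate plus GAPDH/TPI/NAD/arsenate coupling system with diaphorase/resazurin was added; resorufin fluorescence (525/598 nm) was read after 20 min.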
AmpC inh detg: blocks E. coli AmpC beta-lactamase in detergent assay | 370,000 compounds, 0.041% hits | AID 485294 | Potency, µM (doses to about 114 µM), for inactives: top-dose activity change, negative = inhibition, actives largely listed as inhibitors | AmpC hydrolysis of nitrocefin, absorbance 480 nm, 0.01% Triton | P00811;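 further: potency means the concentration at half of the fitted maximal effect; 0% = no-compound wells and -100% = no-enzyme wells; nearly all actives have a fitted effect of over 25% in size; some results filed as inactive show a strong effect at the top dose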
Target sequence (P00811 whole entry, looked up): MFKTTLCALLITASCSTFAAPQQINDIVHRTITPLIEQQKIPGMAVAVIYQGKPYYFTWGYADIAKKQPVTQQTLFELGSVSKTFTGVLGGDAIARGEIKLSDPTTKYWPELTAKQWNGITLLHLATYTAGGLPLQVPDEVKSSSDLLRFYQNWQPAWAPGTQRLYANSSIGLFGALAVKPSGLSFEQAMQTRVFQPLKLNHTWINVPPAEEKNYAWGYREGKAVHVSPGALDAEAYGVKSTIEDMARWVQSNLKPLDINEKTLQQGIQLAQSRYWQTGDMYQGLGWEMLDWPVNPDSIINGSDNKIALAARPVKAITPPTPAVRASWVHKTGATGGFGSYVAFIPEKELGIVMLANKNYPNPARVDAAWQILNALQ
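AmpC (5.3 nM in the dispensed reagent) in 20 mM phosphate pH 7.0 with 0.01% (detergent screen) or 0.0001% Triton X-100 was preincubated with compounds for 15 min at room temperature. Nitrocefin was then added from an 800 uM solution, and hydrolysis was followed at 480 nm.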
AmpC inh no detg: blocks E. coli AmpC beta-lactamase in detergent-free assay | Potency, µM (titrated, usually from 57.1 µM), without a hit: top-dose activity change, negative = inhibition, actives largely listed as inhibitors | AmpC nitrocefin hydrolysis, absorbance 480 nm, 0.0001% Triton | 330,000 compounds, 0.52% hits | AID 485341 | P00811;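 further: potency means the concentration at half of the fitted maximal effect; plate controls were no compound for no effect and no enzyme for full effect; nearly all actives have a fitted effect of over 20% in size; some results filed as inactive show a strong effect at the top dose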
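20 mM phosphate pH 7.0 + 0.01% (detergent screen) or 0.0001% Triton X-100; 5.3 nM AmpC reagent; cpd preinc 15 min RT; nitrocefin (800 uM stock) to start; A480 q20 s × 4 min; Activity was normalised to no-enzyme and no-compound control wells.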
HCV inhibitor: inhibitors of hepatitis C virus infection | Huh7.5.1 HCVcc-Cre infection, luciferase reporter, 44 h | Potency, µM (titrated, usually from 41.8 µM), inactives show at the highest dose activity change, negative = inhibition, actives largely listed as inhibitors | 340,000 compounds, 3.4% hits | AID 651820; further: potency means the concentration at half of the fitted maximal effect
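After 44 h co-culture of compound, cells and HCVcc-Cre (~0.5 moi), substrate is added for 15 min at room temperature and luciferase measured over 15 sec. Cells were seeded at 1,000/well and pre-cultured 4 h.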
HCMV inh: blocks human cytomegalovirus replication; activity change, negative = inhibition, % at 57.5 µM; HFF cells, HCMV-luciferase reporter, 72 h; hits give low values; 410,000 compounds, 4.5% hits; in the data active means activity change below about -60%; inconclusive means no clear call, values can overlap the other calls; inactive means above about -39%
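Cell-based, HFFs, 1000 cells/well, 16 h 37C; cpds in DMSO + HCMV-luc, MOI 1 PFU/cell; 72 h 37C; OneGlo luminescence after 5 min RT; norm. to buffer vs Salinomycin 10uM.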
Numbers without * were called inactive; ? = inconclusive; . = no result given; & = joins results of further samples; [ ] = dose if it differs, or a comment. Unless noted, the call rests on the fitted dose curve; in most records, active means well fitted curve in the direction sought with a large enough effect; inconclusive means small, poorly fitted or top-dose-only effect, or another doubt; inactive means no such curve, though single readings can be large; an effect the other way counts as inactive or inconclusive. Unless noted, on the % scale 0 is the no-effect control and ±100 the full control effect.

| SMILES | Sm TGR inh | FBPA Giardia inh | AmpC inh detg | AmpC inh no detg | HCV inhibitor | HCMV inh |
| --- | --- | --- | --- | --- | --- | --- |
| Cc1c(Br)c(C(F)(F)F)nn1CC(=O)NCC1CCCO1 (configuration not stated) | 0% | 1% | ? | -1% | 4% | 27 |
| CC(=O)Nc1ccc(OC(=O)c2cc([N+](=O)[O-])ccc2Cl)cc1 | 0% | 5% | -7% | -18% | 14% | -11 |
| Cc1ccc(NC(=O)CSc2nn3c(=O)c(C)nnc3s2)cc1Cl | -1% | . | -10% | -20% | -5% | -36 |
| Cc1ccccc1C(=O)NN1CC(C(=O)OCc2ccc(Cl)c(Cl)c2)CC1=O (configuration not stated) | -2% | . | 1% | 84%[activator] | 9% | -13 |
| CC(C)N(Cc1ccccc1)C(=O)/C=C/c1ccccc1[N+](=O)[O-] | -12%[57.1 µM] | -14% | -7% | -14% | ? | -28 |
| CCc1nnc(NC(=O)c2ccc(Cl)c(S(=O)(=O)N3CCc4ccccc4C3)c2)s1 | -2% | 4% | -3% | -17% | ? | ? |
| O=c1[nH][nH]c(-c2ccccc2)c1C=Nc1ccccc1 | 11% | 2% | 2% | -13% | 19% | 68 |
| CS/C(=N\S(=O)(=O)c1cccs1)Nc1ccc(Br)cc1F | 6% | 3% | -6% | -17% | 7%&5% | 6&-1 |
| C=CCN(c1ccccc1)S(=O)(=O)c1cccc(C(=O)Nc2ccc(N3CCOCC3)cc2)c1 | 3% | . | 0% | 28% | 7.1µM* | ? |
| COc1ccc(C(=O)N/C(=C\c2cccc([N+](=O)[O-])c2)C(=O)Nc2cccc(C(=O)O)c2)cc1 | 0% | 21% | 5% | -18% | 15% | -14 |
| CCN(C(=O)COC(=O)c1[nH]c(C)c(C(C)=O)c1C)C1CCS(=O)(=O)C1 (configuration not stated) | 14% | -2% | -14% | -15% | 0% | 35 |
| O=C(O)CCc1ccc(-c2cccs2)o1 | 0.71µM* | -13% | 2% | -23% | 7% | . |
| COC(=O)C1CCN(c2ccc([N+](=O)[O-])cc2[N+](=O)[O-])CC1 | 6% | 4% | 7% | -13% | -8% | -39 |
| Cc1ccc2nc3n(c(=O)c2c1)-c1cc(Cl)ccc1C(=O)NC3Cc1ccc(O)cc1 (configuration not stated) | . | . | . | -20% | ? | 1 |
| CC1(C)CC(=O)C(CCCN2C(=O)c3ccccc3C2=O)C(=O)C1 | -14% | 7% | -8% | 3% | 20% | -8 |
| Cc1ccc(-c2[nH]ncc2CNCCc2cnn(-c3ccccc3)c2)cc1C | 0% | 2% | -1% | 22% | ? | 3 |
| COc1ccc(S(=O)(=O)N2CCCC(C(=O)NCc3ccccn3)C2)cc1Cl (configuration not stated) | -26% | 5% | ? | 36% | 10% | -12 |
| CC(OC(=O)c1nc(Cl)ccc1Cl)C(=O)Nc1ccccc1F (configuration not stated) | 7% | . | ? | -17% | ? | -15 |
| Cc1ccc(C)c(S(=O)(=O)NCc2ccncc2)c1 | 7% | -3% | -7% | -2% | ? | -2 |
| COc1ccc(-n2c(SCC(=O)N(C)c3ccccc3)nc3c([nH]c4ccccc43)c2=O)cc1OC | -23% | 4% | -8% | -4% | -3% | 29 |
| CC(C)c1cc(C(=O)Nc2sc3c(c2C#N)CCC3)no1 | 7% | -1% | 4% | -41% | ? | 11 |
| COc1cc(C(=O)N2CCC3(CC2)NCCc2[nH]cnc23)cc(OC)c1OC | -1% | . | 4% | -3% | 7% | 25 |
| Cc1ccc(C)c(NC(=O)CSc2nc(-c3ccccc3)cc(=O)[nH]2)c1 | -5% | . | -8% | . | . | 1 |
| CCCCC(=O)Nc1nn(CC(C)C)c2nc3ccccc3cc12 | 7% | -4% | ? | -15% | -12% | -29 |
| CC(=O)Nc1ccc(S(=O)(=O)Nc2nc3ccccc3nc2Nc2ccc(O)c(C(=O)O)c2)cc1 | -27% | ? | -5% | -26% | 26% | -25 |
| Cc1cccn2c(=O)c3cc(C(=O)NC4CCCCC4)c(=N)n(CCN4CCOCC4)c3nc12 | 4% | 1% | 1% | -17% | 2% | -24 |
| Cc1ccc(CNc2ccc(-c3nc(-c4ccco4)no3)cc2[N+](=O)[O-])cc1 | -25% | . | 10% | . | . | 10 |
| Cc1ccc(NC(=O)c2scc3c2CCCC3)cc1 | 4% | -7% | -10% | -1% | 5% | 21 |
| Cc1ccc(C(=O)c2ccccc2C(=O)OCC(=O)N2C(C)CCCC2C)cc1 (configuration not stated) | -2% | . | 0% | 36% | 2% | 1 |
| CN(Cc1ccc(F)cc1)Cc1nc(-c2cnccn2)no1 | -11% | 2% | 4% | -4% | 12% | -28 |
| Cc1nnc2sc(-c3cccc(F)c3)nn2c1=O | 7% | -3% | -7% | -23% | -3% | -15 |
| CC(C)C(=O)Nc1ccc(N2CCCC2)c(Cl)c1 | -2% | 0% | -5% | 1% | 4% | 30 |
| Cc1ccc(CNC(=O)C2CCC(=O)N(CCc3cccc(F)c3)C2)s1 (configuration not stated) | -25% | 8% | -3% | 56% | 2% | 52 |
| Cn1c2ccccc2c(=O)c2c(=O)n(Cc3ccco3)c(COc3ccccc3)nc21 | -8% | ? | -10% | -35% | -7% | -82* |
| CC1=NN(/C(=N\c2nnc(C)s2)Nc2ccccc2)[C@H](c2ccc(C)cc2)S1 | -9% | -17% | 1% | 58% | -7% | 8 |
| COc1ccc(-c2nnc(SCCC(=O)O)n2-c2ccccc2)cc1 | 7% | 10% | ? | -21% | 5% | -7 |
| CCn1c(SCC(=O)c2ccccc2)nnc1-c1cc2cc(Br)ccc2o1 | 0% | 4% | -11% | -11% | -18% | ? |
| O=C(CCc1ccccc1)NCC1(c2ccccc2)CCCC1 | -9% | 8% | 1% | -1% | 13% | -4 |
| COc1cc(C2Nc3ccc4ncccc4c3C3=C2C(=O)CCC3)ccc1O (configuration not stated) | ? | -16% | -12% | -31% | ? | 95 |
| CC1CCC(C(C)C)C(OC(=O)Cn2c(-c3ccc(Cl)cc3)[n+](C)c3ccccc32)C1 (configuration not stated) | -4% | -1% | 6% | 117%[activator] | ? | -100* |
| COc1ccc(NC(=O)c2ccc(C)cc2Cl)c([N+](=O)[O-])c1 | 8% | . | -9% | -39% | -9% | 34 |
| COC(=O)c1c(NC(=O)/C(C#N)=C/c2ccc(OC)cc2)sc2c1C(C(=O)OC)CC2 (configuration not stated) | -19% | . | 11% | . | . | -28 |
| Cc1ccc2c(c1)N(C(=O)CCC(=O)NCc1cccs1)CCO2 | -6% | . | -3% | . | . | 2 |
| CC1=NN(C(N)=S)C(=O)C1N=Nc1c(C)cc(C)cc1C (configuration not stated) | -17% | 10% | -13% | -32% | 21% | 19 |
| CC1CC(C)CN(C(=O)CCCn2c(=O)c3cccn3c3cccnc32)C1 (configuration not stated) | -13% | . | 2% | 35% | -16% | ? |

A second format for 9 compounds above:
Results follow in this order: Sm TGR inh, FBPA Giardia inh, AmpC inh detg, AmpC inh no detg, HCV inhibitor, HCMV inh
> COc1ccc(C(=O)N/C(=C\c2cccc([N+](=O)[O-])c2)C(=O)Nc2cccc(C(=O)O)c2)cc1
  0%, 21%, 5%, -18%, 15%, -14
> CCN(C(=O)COC(=O)c1[nH]c(C)c(C(C)=O)c1C)C1CCS(=O)(=O)C1 (configuration not stated)
  14%, -2%, -14%, -15%, 0%, 35
> O=C(O)CCc1ccc(-c2cccs2)o1
  0.71µM*, -13%, 2%, -23%, 7%, .
> COC(=O)C1CCN(c2ccc([N+](=O)[O-])cc2[N+](=O)[O-])CC1
  6%, 4%, 7%, -13%, -8%, -39
> Cc1ccc2nc3n(c(=O)c2c1)-c1cc(Cl)ccc1C(=O)NC3Cc1ccc(O)cc1 (configuration not stated)
  ., ., ., -20%, ?, 1
> CC1(C)CC(=O)C(CCCN2C(=O)c3ccccc3C2=O)C(=O)C1
  -14%, 7%, -8%, 3%, 20%, -8
> Cc1ccc(-c2[nH]ncc2CNCCc2cnn(-c3ccccc3)c2)cc1C
  0%, 2%, -1%, 22%, ?, 3
> COc1ccc(S(=O)(=O)N2CCCC(C(=O)NCc3ccccn3)C2)cc1Cl (configuration not stated)
  -26%, 5%, ?, 36%, 10%, -12
> CC(OC(=O)c1nc(Cl)ccc1Cl)C(=O)Nc1ccccc1F (configuration not stated)
  7%, ., ?, -17%, ?, -15

(cont.)
| SMILES | Sm TGR inh | FBPA Giardia inh | AmpC inh detg | AmpC inh no detg | HCV inhibitor | HCMV inh |
| --- | --- | --- | --- | --- | --- | --- |
| C(=C\c1nc(N2CCCC2)c2ccccc2n1)/c1ccccc1 | -3% | 18% | 5% | -5% | ? | -72* |
| Cn1c(=O)oc2cc(S(=O)(=O)NCCC(=O)N3CCc4ccccc4C3)ccc21 | -14% | -10% | ? | -21% | 9% | 32 |
| COc1ccc(-n2c(SCC(N)=O)nnc2-c2cccnc2)cc1 | ? | -5% | -1% | -7% | 22% | -25 |
| Cc1ccc(-c2csc(/C(C#N)=C/Nc3ccccc3SC(F)(F)F)n2)c(C)c1 | 2% | 6% | -1% | -7% | 2% | -10 |
| O=C(CCCn1cncn1)N1CCCC(Nc2ccc(F)cc2)C1 (configuration not stated) | 0% | . | 4% | -21% | . | -7 |
| COc1ccc(C2=NCC(=O)N(CC(=O)NCc3ccco3)c3sc4c(c32)CCCC4)cc1 | ? | -3% | -4% | 54% | ? | 53 |
| Cc1ccccc1-n1cnc2cc(NCc3cccs3)ccc21 | 1% | -9% | 0% | -33% | -19% | 21 |
| Cc1cccc(N2CCN(C(=O)c3cnn(-c4cccc(Cl)c4C)c3C3CCNCC3)CC2)c1C | 2% | . | 1% | . | . | -99* |
| CCc1ccc(CNC(=O)Cn2nc(-c3ccc(C)cc3)ccc2=O)cc1 | -12%&8% | 4% | -10%&18% | 95%[activator] | . | 19 |
| COc1ccc(NC(=O)c2ccc(Cl)nc2)cc1S(=O)(=O)N1CCCCC1 | -2% | -2% | -3% | -44% | 11µM* | -3 |
| CCCOP(=O)(OCCC)C(NC(=O)c1ccccc1)=C(Cl)Cl | -15% | 3% | -5% | -2% | ? | ? |
| Cn1nc(-c2ccccc2F)c2cc(C(=O)NCc3cccc(Cl)c3)sc21 | -8% | . | 4% | . | . | -32 |
| Cc1ccc2[nH]c(C(=O)N3CCCCC3)cc2c1 | 2% | -1% | -14% | -26% | 5% | 49 |
| COc1ccc(/C=C2\N=C(SC)NC2=O)cc1 | 0% | ? | 6% | . | 2% | -6 |
| Cc1ccc(NC(=O)/C(=C/c2ccco2)c2ccccc2)c(C)c1 | -18% | -3% | 0% | -19% | -17% | ? |
| COc1cc(/C=C/C(=O)N2C(=O)c3cccc(N)c3C2=O)cc(OC)c1OC | -9% | 9% | 1% | -17% | -20% | 16 |
| O=C1CC(N2CCCc3ccccc32)C(=O)N1c1ccccc1 (configuration not stated) | 25µM* | -1% | ? | -7% | -1% | -25 |

Rows are unselected; about 9.9% have a hit in one of these screens.
